Assay outcomes deposited in PubChem by National Center for Advancing Translational Sciences (NCATS).
Vif-APOBEC3F blk: qHTS for Inhibitors of Vif-A3F Interactions: qHTS. 0.2% of 390,000 active. Potency, µM (highest dose often 46.1 µM), inactives show at the top dose activity, negative = active. HeLa A3F-eYFP + Vif (tagged APOBEC3F with the HIV-1 protein that degrades it), YFP fluorescence increase; also: % of control where 0% means no effect; nearly all actives have a fitted effect of over 65% in size
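HeLa cells stably expressing A3F-eYFP plus Vif, plated and incubated overnight at 37 deg C, then exposed to compounds overnight at 37 deg C. Blocked degradation read as raised yellow fluorescence (Ex 488/Em 500-530).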
RGS4 inhibitor: Inhibitors of Regulator of G Protein Signaling (RGS) 4: qHTS; AID 504845, 2011; Transcreener GDP fluorescence polarization, RGS4-accelerated GTP hydrolysis; 0.039% of 390,000 active; Regulator of G-protein signaling 4 (Homo sapiens), P49798; Potency, µM (titrated, usually from 114 µM), inactives show at the top dose activity change, negative = inhibition, usual class: inhibitors; also: % is scaled to controls: 0 for no effect and ±100 for the full control effect; nearly all actives have a fitted effect of over 75% in size; some results filed as inactive show a strong effect at the top dose
Target sequence (P49798 whole entry, looked up): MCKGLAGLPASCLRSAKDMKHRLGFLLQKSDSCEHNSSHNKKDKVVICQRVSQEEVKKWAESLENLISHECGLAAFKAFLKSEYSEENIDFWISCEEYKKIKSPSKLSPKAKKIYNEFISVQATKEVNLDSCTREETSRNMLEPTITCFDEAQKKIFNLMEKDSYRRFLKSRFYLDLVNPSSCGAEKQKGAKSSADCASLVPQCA
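MLSMR compounds (23 nl, pin-transferred) preincubated 10 min at room temperature with a 500nM (2x) first reagent, then RGS4 at 900nM (2x) plus Transcreener GDP mix added; fluorescence polarization (620/688 nm) read before and after 90 min at 30 °C.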
USP1-UAF1 inh: Inhibitors of USP1/UAF1: Primary Screen; Ubiquitin carboxyl-terminal hydrolase 1 (Homo sapiens), O94782; recombinant USP1/UAF1, Ub-Rhodamine cleavage fluorescence; Potency, µM (series often up to 57.1 µM), for inactives: at the top dose activity change, negative = inhibition, hits mostly inhibitors; 0.23% of 390,000 active; also: % is scaled to controls: 0 for no effect and ±100 for the full control effect; nearly all actives have a fitted effect of over 60% in size; inactives centre near -12
Target sequence (O94782 whole entry, looked up): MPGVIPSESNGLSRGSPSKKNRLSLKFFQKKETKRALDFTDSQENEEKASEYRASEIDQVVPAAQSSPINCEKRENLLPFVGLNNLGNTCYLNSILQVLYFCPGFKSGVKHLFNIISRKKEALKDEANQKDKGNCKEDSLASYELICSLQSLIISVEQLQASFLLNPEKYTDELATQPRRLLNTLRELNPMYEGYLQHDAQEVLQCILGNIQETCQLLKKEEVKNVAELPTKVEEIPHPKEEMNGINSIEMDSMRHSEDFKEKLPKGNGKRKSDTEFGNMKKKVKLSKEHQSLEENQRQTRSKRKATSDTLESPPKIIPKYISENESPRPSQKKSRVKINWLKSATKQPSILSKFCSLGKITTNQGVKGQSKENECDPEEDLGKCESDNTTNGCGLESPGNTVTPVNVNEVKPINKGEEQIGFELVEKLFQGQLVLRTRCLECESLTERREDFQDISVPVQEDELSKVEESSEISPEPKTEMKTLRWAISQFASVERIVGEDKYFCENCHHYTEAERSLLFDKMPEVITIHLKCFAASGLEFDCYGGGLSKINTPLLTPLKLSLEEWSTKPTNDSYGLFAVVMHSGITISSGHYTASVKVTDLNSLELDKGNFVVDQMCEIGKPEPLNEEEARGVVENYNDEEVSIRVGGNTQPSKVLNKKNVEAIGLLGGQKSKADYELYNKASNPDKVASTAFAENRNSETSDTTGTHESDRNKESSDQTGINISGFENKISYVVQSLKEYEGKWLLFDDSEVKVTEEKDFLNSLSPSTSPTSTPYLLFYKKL
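High-throughput fluorogenic screen: 1nM USP1/UAF1 complex, Ub-Rho substrate 150nM final, 50mM HEPES pH 7.8 with 0.5mM EDTA, 0.1 mg/ml BSA, 1mM TCEP and 0.01% Tween-20.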
TrxR1 substrate: qHTS Assay for Substrates of Mammalian Selenoprotein Thioredoxin Reductase 1 (TrxR1): qHTS. Thioredoxin reductase 1, cytoplasmic (Rattus norvegicus), O89049. AID 588456, 2011. purified TrxR1 substrate turnover, NADPH consumption readout. Potency, µM (top dose mostly 114 µM), for the others: at the top dose activity change, negative = substrate turnover. 0.01% of 390,000 active; also: % is scaled to controls: 0 for no effect and ±100 for the full control effect; nearly all actives have a fitted effect of over 50% in size
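Rat TrxR1, dispensed at 90 nM, was prereduced with 400 uM NADPH (final) for 5 min at ~22 deg C, then incubated with compound 15 min before 400 uM selenite. A first-read NADPH fluorescence drop versus no-compound background flagged substrates.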
ALOX12 inh: Primary qHTS assay for inhibitors of human arachidonate 12S-lipoxygenase (ALOX12): Round 2. Potency, µM (series often up to 108 µM), without a hit: at the highest dose activity change, negative = inhibition, hits mostly inhibitors. Polyunsaturated fatty acid lipoxygenase ALOX12 (Homo sapiens), P18054. 1.1% of 580,000 active. purified 12hLO, xylenol orange hydroperoxide absorbance; also: % is scaled to controls: 0 for no effect and ±100 for the full control effect
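Purified human 12hLO at 150 nM in 25 mM Hepes, 0.01% Triton X-100, pH 7.0, preincubated 15 min at room temperature with compound. Reaction started with 40 uM arachidonic acid, 30 min at room temperature. Hydroperoxide measured by Fe-xylenol orange, 573/405 nm absorbance ratio.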
RXFP1 agonist: qHTS Assay for Agonists of the Relaxin Receptor RXFP1; Relaxin receptor 1 (Homo sapiens), Q9HBX9; 0.3% of 370,000 active; HEK293T-RXFP1 cAMP TR-FRET, 30 min; response scale: percent of porcine relaxin response, buffer zero; Potency, µM (series often up to 57.5 µM), inactives show at the top dose activation, usual class: activators; AID 2676, 2010; also: % is scaled to controls: 0 for no effect and ±100 for the full control effect; nearly all actives have a fitted effect of over 60% in size; many of its hits are not listed in these tables
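HEK293T cells stably expressing RXFP1 were pretreated with the PDE4 inhibitor Ro 20174, exposed to compounds for 30 min at 37C, lysed, and cAMP was read by TR-FRET. Data normalized to buffer (basal) and 29 nM porcine relaxin (100%).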
TrxR1 inh: qHTS Assay for Inhibitors of Mammalian Selenoprotein Thioredoxin Reductase 1 (TrxR1): qHTS; Thioredoxin reductase 1, cytoplasmic (Rattus norvegicus), O89049; AID 588453, 2011; recombinant rTrxR1, NADPH fluorescence consumption, selenite substrate; 1% of 390,000 active; Potency, µM (titrated, usually from 114 µM), without a hit: at the highest dose activity change, negative = inhibition, hits mostly inhibitors; also: % is scaled to controls: 0 for no effect and ±100 for the full control effect; nearly all actives have a fitted effect of over 65% in size
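Rat TrxR1 (90 nM in the dispensed reagent) was pre-reduced with 400 uM NADPH for 5 min at room temperature, then incubated with compound for 15 min. After 400 uM selenite was added, NADPH fluorescence (Ex 340/Em 450 nm) was followed for 8 min.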
IDH1 R132H inh: qHTS for Inhibitors of mutant isocitrate dehydrogenase 1 (IDH1): qHTS. Isocitrate dehydrogenase [NADP] cytoplasmic (Homo sapiens), O75874. IDH1-R132H enzyme, NADPH consumption, diaphorase/resazurin fluorescence. Potency, µM (highest dose often 76.6 µM), for the others: at the highest dose activity change, negative = inhibition, hits mostly inhibitors. 0.093% of 390,000 active; also: % is scaled to controls: 0 for no effect and ±100 for the full control effect; nearly all actives have a fitted effect of over 65% in size
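IDH1-R132H (0.5 ug/mL dispensed) in pH 7.5 Tris buffer was preincubated 30 min with compound, then given a substrate mix of 0.016 mM NADPH and 2 mM alpha-KG for 80 min at room temperature; remaining NADPH was read by diaphorase/resazurin fluorescence.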
Vif-APOBEC3G blk: qHTS for Inhibitors of Vif-A3G Interactions: qHTS. 0.076% of 410,000 active. HeLa A3G-eYFP + Vif (tagged APOBEC3G with the HIV-1 protein that degrades it), YFP fluorescence, overnight. DNA dC->dU-editing enzyme APOBEC-3G (Homo sapiens), Q9HC16. Potency, µM (highest dose often 46.1 µM), inactives show top-dose activity, negative = active, actives largely listed as inhibitors;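 also: % is scaled to controls: 0 for no effect and ±100 for the full control effect; nearly all actives have a fitted effect of over 60% in size; hits raise eYFP signal because A3G escapes Vif-driven loss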
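HeLa cells stably expressing Vif and C-terminally eYFP-tagged A3G, seeded overnight at 37 deg C, then exposed to compound by pintool overnight at 37 deg C. Rise in yellow fluorescence (Ex 488/Em 500-530, Acumen) marks blocked Vif-driven A3G degradation.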
* marks the source's active call; other numbers are inactive results; u = inconclusive; x = no result given; & = joins results of further samples; [ ] = remark or other dose. Calls follow the shape of the dose curve; as a rule, active = well fitted curve in the direction sought with a large enough effect; inconclusive = small, poorly fitted or top-dose-only effect, or another doubt; inactive = no such curve, though single readings can be large; an effect the other way counts as inactive or inconclusive. Potency is read from the fitted curve at half-maximal effect. An excerpt (hit frequency here may not be typical).

SMILES	Vif-APOBEC3F blk	RGS4 inhibitor	USP1-UAF1 inh	TrxR1 substrate	ALOX12 inh	RXFP1 agonist	TrxR1 inh	IDH1 R132H inh	Vif-APOBEC3G blk
O=C(CCNC(=O)c1ccc([N+](=O)[O-])cc1)Nc1cccc(S(=O)(=O)N2CCCCC2)c1	-4%	10%	-11%	-1%	-18%	0.9%	22%	-10%	-5%
COc1ccc(S(=O)(=O)n2nc(-c3ccco3)nc2NCc2ccc(N(C)C)cc2)cc1	-6%	9%	-18%	-1%	-26%	0.6%	11%	0%	4%
CS(=O)(=O)N1CCc2ccc(NC(=O)C3CCCO3)cc2C1 (stereo not drawn)	-1%	-7%	-24%	4%	10%	3.7%	9%	0%	-9%
CNS(=O)(=O)c1ccc(NC(=O)c2ccc(Cl)cc2Cl)cc1	9%	-42%	-8%	-5%	-20%	3.0%	-10%	9%	-2%
CC(C)CNC(=S)NNC(=O)c1csc2ccccc12	-14%	3%	-5%	8%	-19%	1.9%	2%	-2%	2%
CCCCN(C)C(=O)C1CCN(Cc2ccccn2)CC1	-1%	10%	-10%	3%	-21%	0.9%	15%[57.1 µM]	0%	-5%
O=C1c2ccccc2C(=O)C1c1nccc2ccccc12	-4%	20%	-11%	-3%	0%	3.7%	8%	9%	0%
N/C(=N\OC(=O)C12CC3CC(CC(C3)C1)C2)c1ccncc1	-2%	-8%	4%	-7%[57.1 µM]	0%	-1.2%	-10%[57.1 µM]	1%	2%
COc1ccc(N2CC(C(=O)N3CCOCC3)CC2=O)cc1 (stereo not drawn)	-1%	6%	u	-1%	-8%	0.7%	10%	-11%	2%
COc1ccc(S(=O)(=O)N2CCc3ccccc32)cc1C(=O)N1CCC(C)CC1	14%	1%	-27%	5%	-26%	x	2%	6%	2%
COCCNC(=O)Cn1cnc2c1c(=O)n(C)c(=O)n2C	0%	1%	-8%	10%[57.1 µM]	153%&10%[activator]	3.3%	7%[57.1 µM]	2%	1%
O=C(Nc1cccc(Cl)c1)OCc1cn(-c2ccccc2)nn1	10%	-7%	-10%	-8%[57.1 µM]	12%	3.6%	-2%[57.1 µM]	0%	-1%
Cc1ccc2cc(C(c3nnnn3C3CCCC3)N3CCOCC3)c(=O)[nH]c2c1C (stereo not drawn)	-8%	-8%	-13%	11%	u	3.7%	2%	6%	0%
COc1ccc(NC(=S)N2CCN(Cc3cccc(F)c3)CC2)c(OC)c1	7%	13%	2%	6%	34%	-0.1%	11%[57.1 µM]	3%	-1%
CC(C)c1ccc(NC(=O)CN2C(=O)NC(C)(C3CC3)C2=O)cc1 (stereo not drawn)	0%	0%	-10%	-2%	12%	-3.0%	2%	-2%	-2%
Cc1ccc(CCNC(=O)c2cn(C)c3ccc(S(=O)(=O)N4CCC(C)CC4)cc3c2=O)cc1	-4%	6%	-22%	-6%	u	4.9%	3%	-1%	1%
COCCN1C(=O)N[C@@H](c2cccc(C(F)(F)F)c2)[C@H](C(C)=O)[C@H]1C	3%	9%	-22%	-1%[57.1 µM]	2%	x	-5%[57.1 µM]	2%	0%
COc1nnc(-c2ccc(C)c(S(=O)(=O)NC(C)C)c2)c2ccccc12	-16%	-3%	-21%	4%	x	3.5%	19%	26%	-7%
CCNC(=O)CC1C(=O)N(c2ccc(OC)cc2)C(=O)N1CCOC (stereo not drawn)	-5%	9%	-23%	7%	-1%	-1.7%	22%	2%	-3%
CCOC(=O)c1c(NC(=O)Cn2nc([N+](=O)[O-])c(Br)c2C)sc2c1CCC(C)C2 (stereo not drawn)	-13%	-8%	-12%	-12%	49%[activator]	3.5%	-14%	1%	1%
O=C(NCc1ccc2c(c1)OCO2)C1CC(=O)N(CCc2ccccc2)C1 (stereo not drawn)	1%	3%	-12%	1%	-1%	3.4%	-2%	-1%	-4%
COc1ccccc1N1CCN(C(C)C(=O)N2CC(C)OC(C)C2)CC1 (stereo not drawn)	6%	9%	-13%	2%[57.1 µM]	u	2.1%	20%[57.1 µM]	-4%	0%
CC12COC3(C(=O)Nc4ccc(Cl)cn4)CC1CCC32C (stereo not drawn)	1%	-23%	-18%	7%[57.1 µM]	0%	1.6%	6%[57.1 µM]	-4%	-3%
O=C(O)CN1CCN(CC(=O)O)CCN(CC(=O)O)CCN(CC(=O)O)CC1	4%	-17%	-6%	7%	-12%	1.8%	11%	-5%	-1%
Cc1cc(C)c(S(=O)(=O)Nc2ccc(-c3ccc(N4CCC(C)CC4)nn3)cc2)cc1C	2%	-1%	-1%	-10%[57.1 µM]	-9%	1.8%	1%[57.1 µM]	-20%	-2%
CN1CCN(CC2(O)CCN(S(=O)(=O)c3ccc(Cl)cc3)CC2)CC1	-15%	13%	-7%	6%[57.1 µM]	-23%	1.5%	13%[57.1 µM]	-2%	6%
N#Cc1cc(N)ccc1Sc1ccccc1	1%	29%	-14%	-4%	u	0.4%	-14%	3%	0%
COC(=O)c1ccn(CSc2c(F)c(F)cc(F)c2F)n1	-1%	-16%	-16%	5%	3%	-0.1%	16%	5%	0%
COc1ccc(CC(=O)NCCc2csc(-c3ccc(C(F)(F)F)cc3)n2)cc1	-7%	-20%	-29%	12%[57.1 µM]	-20%	2.8%	34%[57.1 µM]	3%	-1%
c1ccc2[nH]c(NN=C3CCCCCC3)nc2c1	22µM*	-1%	-16%	7%[57.1 µM]	-5%	-0.2%	13%[57.1 µM]	2%	1%
O=C(NC(Cc1c[nH]c2ccccc12)C(=O)O)c1ccccc1 (stereo not drawn)	-5%	1%	-23%	6%	-18%	-1.0%	1%	1%	2%
O=c1c2ccccc2oc2cc(OCc3cccc(F)c3)cc(O)c12	0%	8%	1%	14%[57.1 µM]	0%	0.3%	-7%[57.1 µM]	1%	1%
COC(=O)[C@]1(Cc2ccccc2)N[C@H](c2ccc(-c3ccc(F)cc3)cc2)[C@@H]2C(=O)N(C)C(=O)[C@@H]21	2%	1%	-18%	5%	-15%	-0.8%	0%	23%	-1%
O=C(OCc1ccccc1)N1CCCC1/C=C/CN1CCOCC1 (stereo not drawn)	-17%	3%	-3%	-8%	14%	1.6%	-20%	6%	-5%
COc1ccc(NC(=S)N2CCN(S(C)(=O)=O)CC2)cc1	-10%	7%	-1%	2%	15%	-0.6%	-4%	13%	0%
Cn1c(Cl)cnc1C(O)c1ccccc1 (stereo not drawn)	-7%	-12%	-3%	4%	-8%	1.9%	8%	-4%	0%

The list goes on; it opens with the 2 that closed the last part.
SMILES	Vif-APOBEC3F blk	RGS4 inhibitor	USP1-UAF1 inh	TrxR1 substrate	ALOX12 inh	RXFP1 agonist	TrxR1 inh	IDH1 R132H inh	Vif-APOBEC3G blk
COc1ccc(NC(=S)N2CCN(S(C)(=O)=O)CC2)cc1	-10%	7%	-1%	2%	15%	-0.6%	-4%	13%	0%
Cn1c(Cl)cnc1C(O)c1ccccc1 (stereo not drawn)	-7%	-12%	-3%	4%	-8%	1.9%	8%	-4%	0%
O=C1CCC/C=C\C[C@@H](CC(=O)N(CCO)Cc2ccccc2)C(=O)N[C@H](c2ccccc2)CO1	-4%	-9%	-30%	6%	4%	x	22%	-7%	1%
O=C(CCN1C(=O)/C(=C\c2ccccc2)SC1=S)N1CCCCC1	-5%	-23%	-15%	5%[0.457 µM]	-1%	-1.6%	2%	-1%	-15%
CCc1nnc(NC(=O)c2ccc(S(=O)(=O)N(CCOC)CCOC)cc2)o1	-4%	-6%	-7%	-5%	0%	0.5%	2%	5%	1%
COc1cccc(NC2SC(=O)N(c3ccccc3)C2=O)c1 (stereo not drawn)	-7%	11%	-13%	4%	-8%	1.3%	7%	2%	4%
CCOC(=O)C1CCN(C(=O)Cc2cccs2)CC1	-4%	-5%[11.4 µM]	-4%	3%	30%[activator]	-0.2%	6%	0%	3%
Cc1c(C=O)c2ccccc2n1CCOc1ccccc1	-6%	8%	-5%	-8%	-80%	4.4%	-8%	5%	1%
CCOP(=O)(OCC)C(Nc1ccccn1)c1ccccc1 (stereo not drawn)	-10%	-23%	-19%	-1%	5%	0.3%	-1%	-1%	-2%
Cc1ccc(C(=O)Nc2c(C#N)c(C)c(C)n2Cc2ccccc2)cc1	-2%	-25%	-11%	-6%	0%	2.0%	19%[57.1 µM]	6%	-1%
O=C1CCC/C=C\C[C@H](CC(=O)N(CCO)Cc2ccccc2)C(=O)N2CCC[C@@H]2CO1	-1%	13%	-25%	6%	-8%	x	19%	19%	5%
